Bioassay records as filed in PubChem.
Pol kappa inh = blocks human DNA polymerase kappa activity; purified Pol kappa, fluorescent DNA synthesis assay, 10 min; Potency, µM (titrated, usually from 107 µM), inactives show at the top dose activity, negative = inhibition, hits mostly inhibitors; 400,000 tested, 0.53% active; Q9UBT6; further: on the % scale 0 is the no-effect control and ±100 the full control effect
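Enzyme at 10 nM met test compounds for 15 min at room temperature. Substrate addition (50 nM final) began the reaction, which was monitored by fluorescence at 0 and 10 min.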
APE1 inh = blocks human APE1 abasic DNA cleavage | Potency, µM (highest dose often 65.8 µM), for inactives: at the top dose activity change, negative = inhibition, most hits filed as inhibitors | 350,000 tested, 0.35% active | recombinant APE1, TAMRA/BHQ-2 abasic DNA cleavage fluorescence;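 further: plate controls were vehicle for no effect and reference inhibitor for full effect; nearly all actives have a fitted effect of over 55% in size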
Target sequence (P27695 whole entry, looked up): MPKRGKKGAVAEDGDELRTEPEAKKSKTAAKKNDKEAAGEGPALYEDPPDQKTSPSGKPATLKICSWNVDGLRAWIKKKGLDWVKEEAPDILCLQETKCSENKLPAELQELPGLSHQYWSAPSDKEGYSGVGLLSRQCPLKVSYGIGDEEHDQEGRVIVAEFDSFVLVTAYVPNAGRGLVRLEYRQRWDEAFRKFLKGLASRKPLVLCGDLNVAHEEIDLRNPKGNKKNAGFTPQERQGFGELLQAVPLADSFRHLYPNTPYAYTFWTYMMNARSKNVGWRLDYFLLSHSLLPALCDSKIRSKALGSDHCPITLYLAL
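0.75 nM APE1 + cpd, 15 min RT; start w/ 50 nM TAMRA/BHQ-2 THF-abasic dsDNA; kinetic fluor 525/598 nm ×3 reads @60 s; Δ(read3−read1); normalized to DMSO and NSC13755 control wells.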
Pol iota inh = inhibitors of human DNA polymerase iota. Q9UNA4. Pol iota fluorescent replication assay, 10 min. Potency, µM (doses to about 115 µM), for the others: at the top dose activity, negative = inhibition, hits mostly inhibitors. 390,000 tested, 1% active
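Fluorescent replication assay read twice, at 0 min and 10 min after adding 50 nM (final) substrate. Enzyme (10 nM) and compounds were first incubated 15 min at room temperature; enzyme-free buffer wells were negative controls.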
BLM helicase inh = blocks DNA unwinding by human BLM helicase. 350,000 tested, 0.2% active. Potency, µM (top dose mostly 56.1 µM), for the others: at the highest dose activity change, negative = inhibition, most hits filed as inhibitors. recombinant BLM DNA unwinding, fluorescence dequenching;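 further: plate controls were vehicle for no effect and no enzyme for full effect; nearly all actives have a fitted effect of over 35% in size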
BAZ2B block = BAZ2B (human) inhibition; Q9UIF8; AlphaScreen BAZ2B-H3K14Ac peptide displacement; Potency, µM (highest dose often 114 µM), for the others: at the top dose activity change, negative = inhibition, most hits filed as inhibitors; 360,000 tested, 4.4% active; AID 504333; further: on the % scale 0 is the no-effect control and ±100 the full control effect; nearly all actives have a fitted effect of over 60% in size
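AlphaScreen displacement of biotin-H3(5-23)K14Ac peptide (50 nM final) from BAZ2B (50 nM final) in PBS pH 7.4, 0.01% Tween-20; complex preformed 30 min RT, then compounds (top 110 uM) 30 min RT, beads 20 min dark.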
POLH inh = inhibitors of human DNA polymerase eta; 390,000 tested, 1.2% active; recombinant Pol eta, fluorescent DNA replication assay; Q9Y253; Potency, µM (titrated, usually from 114 µM), for the others: at the top dose activity change, negative = inhibition, most hits filed as inhibitors; further: on the % scale 0 is the no-effect control and ±100 the full control effect
Target sequence (Q9Y253 whole entry, looked up): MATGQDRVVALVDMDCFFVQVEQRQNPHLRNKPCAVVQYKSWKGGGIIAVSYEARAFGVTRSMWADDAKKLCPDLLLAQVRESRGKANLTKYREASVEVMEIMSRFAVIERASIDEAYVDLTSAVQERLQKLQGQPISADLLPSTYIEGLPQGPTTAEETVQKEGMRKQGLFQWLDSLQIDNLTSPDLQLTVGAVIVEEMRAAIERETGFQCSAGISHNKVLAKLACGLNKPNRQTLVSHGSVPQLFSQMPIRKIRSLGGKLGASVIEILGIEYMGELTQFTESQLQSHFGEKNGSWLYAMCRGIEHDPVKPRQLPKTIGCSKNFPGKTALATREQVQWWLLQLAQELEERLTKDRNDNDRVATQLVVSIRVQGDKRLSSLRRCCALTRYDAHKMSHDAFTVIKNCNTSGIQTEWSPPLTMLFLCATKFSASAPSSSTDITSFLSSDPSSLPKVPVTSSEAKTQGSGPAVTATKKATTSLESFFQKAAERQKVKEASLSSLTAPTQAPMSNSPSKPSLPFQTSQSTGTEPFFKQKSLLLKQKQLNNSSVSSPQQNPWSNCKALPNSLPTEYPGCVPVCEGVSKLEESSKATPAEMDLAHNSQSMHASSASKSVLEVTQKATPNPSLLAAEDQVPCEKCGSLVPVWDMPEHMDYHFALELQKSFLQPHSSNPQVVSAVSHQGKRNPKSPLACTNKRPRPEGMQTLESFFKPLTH
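Pol eta at 10 nM preincubated with compounds 15 min at room temperature; reaction started with fluorescent substrate (50 nM final) and read kinetically at 0 and 10 min.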
JMJD2A Tudor = blocks the human JMJD2A Tudor domain. O75164. AlphaScreen JMJD2A-Tudor / H3K4me3 peptide binding. Potency, µM (titrated, usually from 114 µM), for the others: top-dose activity change, negative = inhibition, actives largely listed as inhibitors. 390,000 tested, 4.4% active; further: on the % scale 0 is the no-effect control and ±100 the full control effect; nearly all actives have a fitted effect of over 50% in size
POLB inh = inhibitors of human DNA polymerase beta. P06746. Pol beta primer extension/strand displacement, fluorescence kinetic. Potency, µM (doses to about 114 µM), for the others: top-dose activity change, negative = inhibition, hits mostly inhibitors. 340,000 tested, 1.3% active. AID 485314; further: on the % scale 0 is the no-effect control and ±100 the full control effect
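Pol beta (10 nM) was preincubated with compound for 15 min at room temperature. The reaction was then started with 50 nM substrate and read immediately and after a further 10 min at room temperature.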
G9a block = blocks human histone lysine methyltransferase G9a; G9a H3K9 monomethylation, AlphaScreen, 2 h; Potency, µM (top dose mostly 102 µM), for inactives: at the top dose activity, negative = inhibition, most hits filed as inhibitors; 350,000 tested, 8.8% active; AID 504332; further: on the % scale 0 is the no-effect control and ±100 the full control effect; nearly all actives have a fitted effect of over 75% in size
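Readings reflect AlphaScreen signal from monomethyl-H3K9 antibody detection. HMT at 20 nM; substrate b-H3K9 500 nM; cofactor SAM 20 uM; 2 h RT reaction; compounds tested as titrations in qHTS with 15 min preincubation.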
The depositor's hits bear a star; ? = inconclusive; . = no result given; & = joins results of further samples; [ ] = another dose, or the depositor's remark. The call rests on the fitted dose curve; in most records, active means well fitted curve in the direction sought with a large enough effect; inconclusive means small, poorly fitted or top-dose-only effect, or another doubt; inactive means no such curve, though single readings can be large; an effect the other way counts as inactive or inconclusive. Potency means the concentration at half of the fitted maximal effect. An excerpt; rates above refer to the full screens.

Assay codes: A = Pol kappa inh; B = APE1 inh; C = Pol iota inh; D = BLM helicase inh; E = BAZ2B block; F = POLH inh; G = JMJD2A Tudor; H = POLB inh; I = G9a block
> Cc1c(Nc2ncccc2C(=O)O)cccc1C(F)(F)F
  A = -3%	B = -10%	C = -9%	D = -12%	E = 11%	F = -7%	G = -1%	H = .	I = 1%[59 µM]
> FC(F)(F)c1ccccc1-c1cncnc1NCc1ccccc1
  A = 2%[60.1 µM]	B = -8%	C = .	D = -5%	E = .	F = .	G = .	H = .	I = 9%[0.501 µM]
> C=CCN(c1ccccc1)S(=O)(=O)c1cccc(C(=O)NC2CCN(Cc3ccccc3)CC2)c1
  A = -9%	B = -8%	C = 9%	D = .	E = -3%	F = -14%	G = -30%	H = .	I = 50µM*
> CCSc1ncc(Cl)c(C(=O)N(Cc2ccccc2)c2ccc(OC)cc2)n1
  A = -2%	B = .	C = -19%	D = -7%	E = 7%	F = .	G = 3%	H = -27%	I = 21%[59 µM]
> CCOc1cc(C(=O)OCC(=O)c2c(N)n(C)c(=O)n(C)c2=O)cc(OCC)c1OCC
  A = -5%	B = 3%	C = -5%	D = -5%	E = 7%	F = -7%	G = -9%	H = 1%	I = -7%[59 µM]
> CSc1ccccc1NC(=S)Nc1ccc(S(N)(=O)=O)cc1
  A = -7%	B = -6%	C = ?	D = -1%	E = 5%	F = -8%	G = -15%	H = 0%	I = ?
> CC1CCN(c2ccc(S(=O)(=O)Nc3cc(C(=O)O)cc(C(=O)O)c3)cc2[N+](=O)[O-])CC1
  A = ?	B = -3%	C = ?	D = -4%	E = -3%	F = 22µM*	G = -16%	H = 27%	I = 6%[0.501 µM]
> O=C(Nc1nccs1)c1cc(S(=O)(=O)N2CCOCC2)ccc1Cl
  A = -2%	B = -1%	C = 11%	D = -2%	E = -6%	F = -2%	G = -6%	H = 4%	I = -10%[59 µM]
> O=C(Nc1ccccc1C(=O)O)c1cncc(Br)c1
  A = -9%	B = 14%	C = 100%	D = 2%	E = ?	F = 4%	G = ?	H = 30%	I = 4.5µM*
> Cc1ccc(NC(=O)CCNS(=O)(=O)c2ccc3c(c2)CCCC(=O)N3)cc1
  A = 3%	B = .	C = -10%	D = 1%	E = -19%[57.1 µM]	F = 3%	G = -1%	H = 26%	I = -15%[59 µM]
> Nc1nc(SCC(=O)Nc2ccc(Oc3ccccc3)cc2)n[nH]1
  A = -8%	B = 4%	C = 29%	D = -13%	E = -36%	F = -21%	G = -19%	H = 7%	I = 11%[59 µM]
> COC(=O)[C@@H]1C[C@@]2(O)[C@H](O)[C@H](O)[C@H](O)C[C@H]2N1CC1CC1
  A = -18%	B = -1%&4%	C = ?	D = -3%&1%	E = ?	F = -4%	G = -28%	H = -20%	I = ?
> Cc1cccc(C)c1Nc1nnc(SCc2nc3ccccc3c(=O)[nH]2)s1
  A = -13%	B = 20%	C = 1%	D = -1%	E = 1%	F = -22%	G = -15%	H = 15%	I = 3%[59 µM]
> C/C(=C\c1ccc(F)cc1)C(=O)c1c(C)cc(C)[nH]c1=O
  A = -11%	B = -10%	C = -17%	D = 1%	E = 0%	F = -4%	G = -5%	H = 33%	I = 23%
> C=CCOc1ccc(C2NC(=S)NC(C)=C2C(=O)c2ccccc2)cc1OC (stereo not given)
  A = -12%	B = 20%	C = 38%[activator]	D = 5%	E = -12%	F = -11%	G = -35%	H = 10%	I = 40µM*
> O=C1NC2=C(CCc3ccccc32)C(c2ccc(Br)cc2)N1 (stereo not given)
  A = -10%	B = -3%	C = ?	D = -4%	E = -4%	F = -11%	G = -23%	H = 0%	I = 35µM*
> Cc1ccc(NC(=O)C(C)Oc2ccccc2)cc1S(=O)(=O)N1CCCCCC1 (stereo not given)
  A = -1%	B = -20%	C = -20%	D = .	E = -6%	F = -3%	G = -6%	H = .	I = 3%[12.7 µM]
> Cc1ccc(-c2noc(CCC(N)=O)n2)cc1
  A = 3%	B = 1%	C = 14%	D = 0%	E = 10%	F = -11%	G = -14%	H = -9%	I = -2%
> Cc1onc(-c2ccccc2)c1C(=O)Nc1nnc(C(C)(C)C)s1
  A = -7%	B = 34%	C = -8%	D = -3%	E = 0%	F = -19%	G = -7%	H = 25%	I = ?
> Cc1ccc(SCC(=O)Nc2ccc3oc(-c4ccccc4C)nc3c2)cc1
  A = -5%	B = .	C = 2%	D = -10%	E = 4%	F = .	G = 14%	H = -27%	I = 9%[59 µM]
> CC1=C(c2ccc(C)cc2)S(=O)(=O)N(Cc2ccc(C(=O)NCc3cccc(C)c3)cc2)C1=O
  A = 23%	B = .	C = 4%	D = 1%	E = -11%	F = -12%	G = -22%	H = -2%	I = -3%[59 µM]
> Cc1cc(Oc2ccc(N)cn2)ccc1Cl
  A = -3%	B = -2%	C = -7%[58.9 µM]	D = -4%	E = ?	F = -29%	G = -18%	H = ?	I = ?
> Cc1ccc(O)c(C=Nc2ccc3[nH]ncc3c2)c1
  A = 1%	B = 13%	C = 33%[activator]	D = -5%	E = -38%	F = ?	G = -17%	H = 12%	I = ?
> O=C(Nc1nccs1)OCc1ccccc1
  A = -6%	B = .	C = 13%	D = .	E = .	F = 3%	G = -10%	H = .	I = .
> Cc1cc(N2CCN(C)CC2)nc2ccc(NC(=O)CCC(=O)NCCC(C)C)cc12
  A = -8%	B = -5%	C = -1%	D = 4%	E = -12%	F = -19%	G = -17%	H = 46%[activator]	I = 7%[59 µM]
> Cc1cccc(NC(=O)Cn2cc(C(=O)C3CC3)c3ccccc32)c1
  A = -3%	B = 30%	C = 110%[activator]	D = -4%	E = 1%	F = -22%	G = 7%	H = 15%	I = -8%
> COCCNC(=O)CN(CCc1ccccc1)S(=O)(=O)c1ccc(Br)cc1
  A = 4%	B = 14%	C = 31%	D = -5%	E = -3%	F = -13%	G = -1%	H = -2%	I = -3%[0.501 µM]
> CCN(CC)c1ccc(Nc2cc3n(c(=O)n2)CCc2cc(OC)c(OC)cc2-3)cc1
  A = -9%	B = -12%	C = -27%	D = 2%	E = 22µM*	F = 5%	G = 45µM*	H = -82%	I = 20µM*
> O=C(N/N=C/c1cc(Br)cc(Br)c1O)c1ccncc1
  A = -6%	B = 1%	C = 15%	D = -8%	E = 8.9µM*	F = -11%	G = 13µM*	H = -8%	I = 50µM*
> Cc1ccc(Nc2ncnc3sccc23)c(C)c1
  A = -14%	B = 5%	C = -7%	D = -2%	E = 1%	F = 1%	G = -17%	H = 20%	I = 16%
> Cc1ccccc1CC(=O)NCCN1CCCCC1
  A = -13%	B = -14%	C = 81%[activator]	D = -2%	E = 1%	F = -2%	G = 3%	H = -2%	I = -9%
> Cc1ccccc1NC(=O)c1cnn(-c2ccccc2)c1NC(=O)c1ccco1
  A = 0%	B = -2%	C = 1%	D = -9%	E = 16%	F = -5%	G = -13%	H = -1%	I = 9%[59 µM]
> N#Cc1c(NC(=O)/C=C/C(=O)O)sc2c1CCN(Cc1ccccc1)C2
  A = 7%	B = 7%	C = -27%	D = -20%	E = 50µM*	F = 28µM*	G = ?	H = 32µM*	I = ?
> Cc1ccc(S(=O)(=O)c2cn(C)c3cc(N4CCCC4)c(F)cc3c2=O)c(C)c1
  A = -5%	B = .	C = -11%	D = -4%	E = 6%	F = 0%	G = -12%	H = 3%	I = 2%[59 µM]
> Cc1cccc(OCC(=O)Nc2ccc(N3CCN(C(=O)c4ccccc4)CC3)cc2)c1C
  A = -11%	B = 18%	C = 6%	D = -8%	E = -1%	F = -16%	G = -8%	H = -24%	I = 86%[activator]
> Cc1c(NC(=O)OCCNC(=O)COc2ccc(Cl)cc2Cl)sc(=S)n1C
  A = -22%	B = 7%	C = 131%[activator]	D = -1%	E = -31%	F = -11%	G = ?	H = 2%	I = ?
> COC(=O)c1ccc(CN2CCN(C3CCCC3)C(CCO)C2)cc1 (stereo not given)
  A = 1%	B = -1%	C = 11%	D = -1%	E = 7%	F = -18%	G = 10%	H = 3%	I = -36%
> O=C(NCc1ccco1)c1cc(-c2ccccc2)nc2ccccc12
  A = -4%	B = -7%	C = 9%	D = -3%	E = -5%	F = -8%	G = -24%	H = 0%	I = 13%[2.33 µM]
> Cc1ccc(OCC(O)CNC(=O)c2ccccc2C(=O)O)cc1 (stereo not given)
  A = -13%	B = 18%	C = 5%	D = -2%	E = -6%	F = 11%	G = -23%	H = 2%	I = 12%
> COC(=O)COc1ccc(S(=O)(=O)N2CCN(c3ccccc3F)CC2)cc1C
  A = -23%	B = -9%	C = -8%	D = -6%	E = -3%	F = -12%	G = -4%	H = -6%	I = -3%[59 µM]
> O=[N+]([O-])c1ccc(NN=C2CCCCC2)c([N+](=O)[O-])c1
  A = 6%	B = .	C = 55%[activator]	D = .	E = .	F = -3%	G = -31%	H = .	I = .
> O=C(OCc1ccccc1)N1CCC2CC1c1cc(N3CCOCC3)ccc12 (stereo not given)
  A = -9%	B = .	C = -16%	D = .	E = .	F = -16%	G = ?	H = .	I = .
> CC(C)(C)c1ccc(C(=O)Nc2ccc(C(=O)NCc3cccnc3)cc2)cc1
  A = -9%	B = -21%	C = ?	D = -10%	E = 5%	F = -9%	G = -28%	H = 8%	I = ?
> COCCNC(=O)/C(C#N)=C/c1cc(C)n(C2CCCCC2)c1C
  A = -10%	B = -2%	C = 56%[activator]	D = -8%	E = -14%	F = -25%	G = -5%[11.4 µM]	H = -11%	I = ?
> Cc1cc(C(=O)NC(=S)Nc2ccccc2N2CCOCC2)ccc1[N+](=O)[O-]
  A = -8%	B = -3%	C = 10%	D = -6%	E = ?	F = -21%	G = ?	H = 2%	I = 35µM*
> O=C(NC1CCCCC1)N1CCc2ccccc2C1
  A = -5%	B = 4%	C = ?	D = -5%	E = -11%	F = -11%	G = -20%	H = ?	I = 7%
> COc1ccc(CNC(=O)C/C(C)=N/NC(=O)Cc2ccc(OC)c(OC)c2)cc1
  A = 1%	B = 1%	C = 11%	D = 2%	E = 0%	F = -22%	G = 5%	H = -6%	I = 18%[59 µM]
> CC(=O)N1CCc2cc([N+](=O)[O-])ccc21
  A = -4%	B = .	C = 32%[activator]	D = .	E = .	F = -18%	G = -6%	H = .	I = .
